VIM-2 inh: VIM-2 metallo-beta-lactamase inhibitors, primary screen, biochemical, epi-absorbance readout, Pseudomonas aeruginosa enzyme; purified VIM-2, nitrocefin hydrolysis, epi-absorbance fluorescence; inhibition, % at 5.6 µM; 0.89% of 290,000 active; AID 1527, 2009;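 active means inhibition above the mean of all tested compounds plus 3 SD, cutoff set per screening run, cut at about 7.5% in these data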;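 further: red hydrolysis product quenches plate fluorescence so inhibitors raise well fluorescence; 0% = enzyme with DMSO and 100% = DMSO without enzyme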
OXTR ag: human OXTR agonists, primary screen, fluorescence, CHO-OTR cells, Fluo-8 calcium; Oxytocin receptor (Homo sapiens), P30559; Fluo-8 calcium fluorescence; normalized: DMSO 0%, oxytocin 100%; activation, % at 3 µM; 0.32% of 320,000 active; AID 2435, 2010;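 active means activation above the mean of all tested compounds plus 3 SD, cutoff set per screening run, cut at about 20% in these data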;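 further: peak over basal fluorescence ratio from a 100 s FLIPR kinetic read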
GPR7 antagonist: GPR7 receptor antagonists, primary screen, cell-based, fluorescence, single concentration; Neuropeptides B/W receptor type 1 (Homo sapiens), P48145; GPR7-expressing cells, fluorescence antagonist assay; inhibition, % at 4.4 µM; 1.1% of 290,000 active; AID 1861, 2009; in the data active means inhibition above about 16%, passing the limit was not always enough;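 further: cells stimulated with the agonist NPW; 0% = agonist with vehicle and 100% = vehicle without agonist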
Target sequence (P48145 whole entry, looked up): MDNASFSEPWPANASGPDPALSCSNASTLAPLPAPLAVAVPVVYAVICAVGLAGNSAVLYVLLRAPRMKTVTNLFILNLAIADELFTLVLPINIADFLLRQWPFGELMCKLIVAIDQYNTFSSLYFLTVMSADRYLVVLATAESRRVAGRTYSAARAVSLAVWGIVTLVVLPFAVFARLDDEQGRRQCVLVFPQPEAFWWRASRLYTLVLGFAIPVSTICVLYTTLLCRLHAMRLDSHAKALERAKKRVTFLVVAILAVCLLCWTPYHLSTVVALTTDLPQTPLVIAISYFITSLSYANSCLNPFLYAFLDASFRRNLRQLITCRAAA
PHOSPHO1 block: PubChem AID 1565; inhibition, % at 13.3 µM; recombinant PHOSPHO1, absorbance phosphatase assay; Phosphoethanolamine/phosphocholine phosphatase (Homo sapiens), Q8TCT1; 1.1% of 290,000 active; in the data active means inhibition above about 60%
Target sequence (Q8TCT1 whole entry, looked up): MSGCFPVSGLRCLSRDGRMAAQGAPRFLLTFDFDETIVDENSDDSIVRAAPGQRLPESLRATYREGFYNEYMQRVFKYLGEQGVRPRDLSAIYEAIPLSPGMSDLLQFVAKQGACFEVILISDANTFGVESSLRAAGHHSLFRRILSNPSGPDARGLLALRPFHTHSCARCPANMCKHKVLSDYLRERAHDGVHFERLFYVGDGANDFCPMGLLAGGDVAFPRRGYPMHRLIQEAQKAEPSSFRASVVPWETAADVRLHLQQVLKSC
V1aR counter: agonists of human V1a receptor, primary screen, counter-screen for OXTR agonist project, fluorescence, CHO-V1R cells; Vasopressin V1a receptor (Homo sapiens), P37288; Fluo-8 calcium fluorescence, agonist mode; 0% DMSO, 100% 3 nM vasopressin; activation, % at 3 µM; 0.25% of 320,000 active; AID 2797, 2010;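 active means activation above the mean activation of all tested compounds plus 3 SD, per screening run, cut at about 20% in these data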;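 further: signal is peak over basal fluorescence ratio across a 100 second FLIPR read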
Target sequence (P37288 whole entry, looked up): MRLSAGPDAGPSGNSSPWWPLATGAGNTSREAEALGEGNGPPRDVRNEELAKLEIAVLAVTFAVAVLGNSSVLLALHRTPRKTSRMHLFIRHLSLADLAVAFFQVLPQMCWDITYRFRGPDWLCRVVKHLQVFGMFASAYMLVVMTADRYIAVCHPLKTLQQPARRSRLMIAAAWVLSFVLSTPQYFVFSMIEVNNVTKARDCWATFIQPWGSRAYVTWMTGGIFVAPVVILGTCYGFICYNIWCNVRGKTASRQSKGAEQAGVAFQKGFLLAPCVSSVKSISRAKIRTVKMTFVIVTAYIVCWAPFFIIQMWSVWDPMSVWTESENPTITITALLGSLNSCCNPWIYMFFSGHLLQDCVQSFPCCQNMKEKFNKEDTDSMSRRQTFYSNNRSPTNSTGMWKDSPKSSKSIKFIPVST
HCV NS3 hel inh: inhibitors of HCV NS3 helicase, primary screen, biochemical, Cy5 molecular beacon fluorescence; 0.56% of 290,000 active; AID 1800, 2009; inhibition, % at 10.9 µM; NS3 helicase DNA unwinding; Hepatitis C virus NS3 helicase;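 active means inhibition above the mean of all tested compounds plus 3 SD, set per campaign, cut at about 35% in these data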;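 further: 0% = DMSO wells and 100% = thioflavine S control wells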
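Test system: hepatitis C virus NS3 helicase domain fragment enzyme. Also added: annealed dual-labelled DNA beacon duplex, ATP-started. Timing: 60 min unwinding reaction at 25 °C after ATP addition. Technique: Cy5 fluorescence. Measure: % inhibition of unwinding.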
GalR3 antagonist: GalR3 antagonists in HEK293 cells, primary screen, cell-based, fluorescence readout; Galanin receptor type 3 (Homo sapiens), O60755; HEK293 GalR3-CNG cAMP membrane potential fluorescence; galR3 body fused to GalR1 C-terminus; inhibition, % at 3 µM; 0.44% of 360,000 active; AID 651719, 2012;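 active means inhibition above the screen-wide average plus 3 SD, cut at about 13% in these data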;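 further: forskolin and galanin both at EC90 stimulate the cells; cAMP rise reported by CNG channel membrane potential dye signal; 0% = forskolin plus galanin with DMSO and 100% = forskolin alone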
IMP-1 inhibitor: IMP-1 metallo-beta-lactamase inhibitors, primary screen, biochemical, epi-absorbance readout, Pseudomonas aeruginosa enzyme; purified IMP-1, nitrocefin hydrolysis, epi-absorbance fluorescence; metallo-beta-lactamase IMP-1 (Pseudomonas aeruginosa); 0.45% of 290,000 active; inhibition, % at 5.6 µM;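 active means inhibition above the mean plus 3 SD of all compounds in the same screening run, cut at about 4.5% in these data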;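 further: 0% = IMP-1 with DMSO and 100% = DMSO wells lacking enzyme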
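Material – recombinant IMP-1 enzyme, purified · Amount – IMP-1 0.2 nM before substrate addition · Medium – HEPES buffer pH 7.1 with ZnSO4 and Brij 35 · Timing – 25 °C, 15 min preincubation, 25 min reaction · Measured by – plate fluorescence quenching by hydrolysis product, ex 480/em 530 nm · Read-out – percent enzyme inhibition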
DNA FID counter: compounds displacing fluorescent DNA intercalator, primary screen, artefact control for HCV NS3 helicase inhibitor project, biochemical, FID fluorescence | DNA fluorescent intercalator displacement | inhibition, % at 7.9 µM | 0.17% of 290,000 active; in the data active means inhibition above about 37%;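 further: 0% = vehicle and 100% = reference compound; higher means more ethidium bromide displaced from hairpin DNA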
* marks the source's active call; other numbers are inactive results; · = not tested or not shown.

SMILES	VIM-2 inh	OXTR ag	GPR7 antagonist	PHOSPHO1 block	V1aR counter	HCV NS3 hel inh	GalR3 antagonist	IMP-1 inhibitor	DNA FID counter
C=CCN1C2CCCC1CC(NC(=S)Nc1ccc(Cl)cc1)C2 (stereo unspecified)	-1.1	14	2	33	8.1	-19	-11	1.6	21
CCC(=O)Oc1ccc2c(C)c(Cl)c(=O)oc2c1	1.0	0.1	-10	4	0.0	-1	-4	-2.9	-9
Cc1cnc(CNC(=O)c2ccc3oc(C(C)C)nc3c2)[nH]1	-1.3	-1.1	-13	22	-0.5	3	0	-0.9	-2
COc1ccc(OCCCSc2ncccn2)cc1	-1.2	-0.2	-5	-44	0.4	-1	-2	-4.8	-8
Cc1ccc(-c2nc(N)sc2C)cc1	-2.2	-0.1	5	-14	-1.0	6	-5	-3.8	-2
Cc1ncoc1C(=O)NC1CC(C)(C)Cc2c1cnn2-c1ccc(F)cc1 (stereo unspecified)	-4.3	-0.1	-7	12	0.0	2	-2	-3.0	-42
O=C(COC(=O)c1cccc(S(=O)(=O)NCc2ccccc2)c1)NCC1CCCO1 (stereo unspecified)	-2.4	0.1	-12	12	1.0	-7	-5	-1.9	-17
COc1cccc(C(=O)NC(=S)N2c3ccccc3CC2C)c1OC (stereo unspecified)	-4.7	-0.2	-5	0	-0.5	-4	-6	-4.4	-32
Cc1cc2cc3c(cc2nc1SCC(=O)N1CCOCC1)OCO3	-1.7	-0.2	-10	14	2.2	-1	-8	-2.3	-25
CCc1cccc2c1NC1(CCCC1)CC2C (stereo unspecified)	-0.9	-1.4	-2	0	0.3	6	-4	-2.1	3
CN(C)S(=O)(=O)c1cc(NC(=O)[C@H](Cc2ccccc2)N2C(=O)c3ccccc3C2=O)ccc1Cl	-0.3	1.0	-7	-2	1.1	-15	3	-1.4	-16
CCOC(=O)c1cnc(SC)nc1Oc1cccc(NC(=O)c2cccc(Cl)c2Cl)c1	-0.6	0.0	-19	21	0.1	3	-4	-3.8	0
CCn1cc(C(=O)OC)c(=O)c2cc(S(=O)(=O)N(C)C3CCCCC3)ccc21	-0.1	-0.5	-5	18	-0.8	1	4	-1.9	-32
CCC(C(=O)NCc1ccco1)N(C(=O)CNS(=O)(=O)c1ccc(F)cc1)c1ccccc1F (stereo unspecified)	-4.6	0.3	-18	26	0.7	9	-8	-2.5	-37
COc1ccc(C(=O)CSc2nnc(CN3CCCC3)n2-c2ccc(F)cc2)c(OC)c1	0.0	3.8	3	-9	3.8	-23	1	-2.8	-3
Cc1ccc(OCc2cc(C(=O)N3CCN(C)C[C@@H]3c3ccccc3)no2)cc1C	0.3	-0.6	2	18	2.9	-14	1	-1.0	-8
CCC(C)(c1ccc(C=O)s1)c1ccc(C=O)s1	-2.2	-1.9	3	-5	0.0	1	-2	-1.0	4
COc1ccc(C(C)=O)c2c(O)cccc12	-0.3	0.9	-14	-2	-0.1	-4	-4	-0.1	-2
COc1ccc(CNC(=O)C/C(C)=N/NC(=O)C(c2ccccc2)c2ccccc2)cc1	-4.4	-2.6	-3	14	0.8	-5	3	-4.2	-12
Cn1c(SCC(=O)N/N=C/c2ccc([N+](=O)[O-])s2)nnc1-c1ccc(Cl)cc1	-1.4	0.6	5	5	2.2	-3	-11	-0.4	-12
CCN1C(=O)c2cccc3c(S(=O)(=O)NC(Cc4ccccc4)C(=O)O)ccc1c23 (stereo unspecified)	1.1	0.5	3	10	1.1	9	-7	-0.1	-15
Cc1nc(C(C)NC(=O)c2cc(COc3ccc(C)c(C)c3)on2)c(C)s1 (stereo unspecified)	-1.3	-1.9	-23	29	0.8	-7	-7	-0.1	-41
O=C(Nc1ccc2c3c(cccc13)CC2)c1cccc([N+](=O)[O-])c1	-1.3	-1.5	-7	6	-1.1	3	-6	-1.7	0
CCCn1cc(CN2CCC(C(=O)Nc3cccc(-c4cscn4)c3)CC2)c(C)n1	1.9	0.4	4	34	0.1	-23	-1	-1.5	17
C=CCNC(=O)NC(=O)COC(=O)c1nc2nccc(C)n2n1	-1.1	-0.3	0	27	1.1	5	-7	-0.5	5

Remaining list, next part:
SMILES	VIM-2 inh	OXTR ag	GPR7 antagonist	PHOSPHO1 block	V1aR counter	HCV NS3 hel inh	GalR3 antagonist	IMP-1 inhibitor	DNA FID counter
CCCCc1ccc(NS(=O)(=O)c2cccs2)cc1	1.4	-1.1	4	7	0.6	-10	-4	0.2	-7
COc1ccc(NC(=O)C(=O)NCCN2CCN(C(=O)c3ccco3)CC2)cc1	-0.4	-1.8	0	-4	0.4	11	3	-1.9	-30
CN(Cc1nccs1)C(=O)CC1C(=O)NCCN1Cc1ccc(-c2ccccc2)cc1 (stereo unspecified)	-0.9	0.9	-20	2	-0.1	-2	-3	-2.3	-11
O=C(CSc1ccc(C(F)(F)F)cc1[N+](=O)[O-])N1CCOCC1	0.6	-1.3	-1	14	0.9	-21	-6	-0.2	-1
CC(C)NC(=O)c1ccc2c3n(nc2c1)-c1ccccc1CO3	·	-0.5	·	13	-0.6	·	-3	·	·
CC(C)(C)c1ccc(/C=N/NC(=S)NCc2ccccc2)cc1	0.3	-1.7	-17	-18	0.5	-6	-6	-2.6	-1
O=C(c1cccc(F)c1)N1CCN=C1SCc1cccnc1	-3.6	-0.1	-6	-5	-0.1	16	-1	-1.9	-2
COc1ccccc1N1C(=O)c2ccc(C(=O)Nc3ccc(F)cc3)cc2C1=O	0.9	14	21	14	7.1	-1	-10	0.0	-6
CC1=NN(C(=O)COc2ccc(C)c(C)c2)C(O)(c2ccccc2)C1 (stereo unspecified)	-3.8	-0.1	-1	-71	1.7	-11	-2	-4.0	-16
C/C(CC(=O)Nc1ccccn1)=N\NC(=O)c1cccc(C)c1	-2.6	-1.1	-2	18	-0.5	-1	0	-4.7	-2
CCCCn1c(SCC(=O)Nc2cc(C)on2)nnc1-c1ccco1	-4.5	-0.3	6	-20	0.6	-1	-4	-1.4	-22
Cc1cc(N(CC(=O)O)S(C)(=O)=O)ccc1Br	-1.7	-0.6	-20	7	0.1	0	0	-3.5	5
Cc1ccc(NC(=O)C2c3ccccc3Oc3ccccc32)nc1	-0.5	-1.0	-11	22	4.0	10	-2	-1.2	-8
Cc1sc2ncnc(NCc3ccccc3)c2c1C	-1.0	8.2	-8	57	5.1	1	1	-3.3	-11
CCOC(=O)c1ccccc1NS(=O)(=O)c1ccc(C)cc1	-4.3	-2.0	-4	2	-1.0	0	-5	-2.8	-11
Cc1ccc(C(C(=O)NC2CCCCC2)N(CC2CCCO2)C(=O)CCCC(=O)Nc2ccccn2)cc1 (stereo unspecified)	-3.7	-1.0	6	28	-0.7	7	-11	-4.5	-47
CNc1nc(-c2c(C)n(C)c3ccc(OC)cc23)cs1	0.0	1.1	-10	38	1.4	-15	-7	-0.6	-5
COC(=O)c1scc(S(=O)(=O)C(C)(C)C)c1N	-0.4	-0.3	-7	23	-0.9	2	4	-1.2	1
Oc1ccc(-c2[nH]ncc2-c2nc3ccccc3s2)c(O)c1	-3.0	2.8	2	24	2.3	-1	3	-5.9	-8
O=C(Nc1ccccc1-c1ccccc1)NC1CCN(C(=O)N2CCOCC2)CC1	-0.3	-0.4	-3	2	1.3	-4	-4	-1.9	-18
COc1cc(C(N)=O)cc(Cl)c1OCc1ccccc1	-0.7	-2.1	4	12	0.6	-3	-2	-1.5	3
O=C1CC(=O)Nc2cc(S(=O)(=O)Nc3cccc(C(F)(F)F)c3)ccc2N1	-1.5	0.5	-17	33	0.2	2	-5	-0.1	-5
Cc1cccc(NC(=S)N2CCC(C(N)=O)(N3CCCCC3)CC2)c1C	1.6	0.7	-1	8	0.6	2	-4	-2.1	11
O=C(C1=NN(c2ccccc2)C2C(=O)N(c3ccc(Cl)cc3)C(=O)C12)c1ccccc1 (stereo unspecified)	0.9	3.5	-8	11	5.0	9	-9	-2.0	-10
COc1ccc(Cn2c(=S)[nH]c3cc(C(=O)NCc4cccnc4)ccc3c2=O)cc1	-1.3	-1.4	-11	28	1.1	3	-5	-0.7	6
COCCCNc1nc2c(-c3ccc(C)cc3)nnn2c2ccccc12	-0.1	0.4	6	-15	0.2	7	-3	-0.2	-7
O=C(O)c1ccccc1/C=N/NC(=O)C1CCCC1	-0.2	·	-2	-9	·	-4	-5	-1.1	-4
CNC(=S)N/N=C/c1c(C)c(C(=O)c2ccc(F)cc2)n2ccccc12	1.3	11	-4	18	1.4	-7	-6	-1.1	-16
CC1=C(C(=O)OC(C)C)C(c2cccs2)NC(=S)N1 (stereo unspecified)	-1.1	-2.0	1	21	-0.4	10	-5	0.2	-4
CSc1nsc(/C=C/Nc2ccc(C)cc2)c1C#N	-2.2	-0.4	-4	-17	-0.2	5	0	-2.2	-2

3 structures already listed, arranged by length of the SMILES, lowest first:
SMILES	VIM-2 inh	OXTR ag	GPR7 antagonist	PHOSPHO1 block	V1aR counter	HCV NS3 hel inh	GalR3 antagonist	IMP-1 inhibitor	DNA FID counter
CSc1nsc(/C=C/Nc2ccc(C)cc2)c1C#N	-2.2	-0.4	-4	-17	-0.2	5	0	-2.2	-2
COc1ccc(Cn2c(=S)[nH]c3cc(C(=O)NCc4cccnc4)ccc3c2=O)cc1	-1.3	-1.4	-11	28	1.1	3	-5	-0.7	6
Cc1ccc(C(C(=O)NC2CCCCC2)N(CC2CCCO2)C(=O)CCCC(=O)Nc2ccccn2)cc1 (stereo unspecified)	-3.7	-1.0	6	28	-0.7	7	-11	-4.5	-47

Full records from above:
COc1ccccc1N1C(=O)c2ccc(C(=O)Nc3ccc(F)cc3)cc2C1=O is entered as VIM-2 inh: 0.9; OXTR ag: 14; GPR7 antagonist: 21; PHOSPHO1 block: 14; V1aR counter: 7.1; HCV NS3 hel inh: -1; GalR3 antagonist: -10; IMP-1 inhibitor: 0.0; DNA FID counter: -6
CCCCc1ccc(NS(=O)(=O)c2cccs2)cc1 is entered as VIM-2 inh: 1.4; OXTR ag: -1.1; GPR7 antagonist: 4; PHOSPHO1 block: 7; V1aR counter: 0.6; HCV NS3 hel inh: -10; GalR3 antagonist: -4; IMP-1 inhibitor: 0.2; DNA FID counter: -7

Source: PubChem (several laboratories)
